Source: PubChem
PABP1 MLLE inh = inhibitors of PABP1 MLLE–PAM2 peptide binding, primary screen, biochemical, fluorescence polarization, FITC-PAM2, GST-MLLE | Polyadenylate-binding protein 1 (Homo sapiens), P11940 | inhibition, % at 20 µM | 0.36% of 360,000 active; in the data active = inhibition above about 35%, passing the limit was not always enough;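 note: plate controls were DMSO wells with GST-MLLE for no effect and wells lacking GST-MLLE protein for full effect; some results filed as inactive read as strong as hits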
Rin1-Abl PPI inh = inhibitors of Rin1-Abl protein binding, primary screen, biochemical, TR-FRET; Tyrosine-protein kinase ABL1 (Homo sapiens) + Ras and Rab interactor 1 (Homo sapiens), …; inhibition, % at 7.35 µM; AID 588664, 2011; 0.4% of 360,000 active; in the data active = inhibition above about 5%, passing the limit was not always enough
MsrA inhibitor = bovine MsrA enzyme inhibitors, primary screen, biochemical, absorbance, HTS; 0.75% of 360,000 active; AID 651718, 2012; inhibition, % at 15.5 µM; purified bovine MsrA, absorbance read-out; in the data active = inhibition above about 4.5%;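 note: 0% = vehicle wells with enzyme and 100% = reference inhibitor wells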
FAS TE block = FAS thioesterase domain inhibitors, primary screen, biochemical, fluorescence intensity, uHTS; Fatty acid synthase (Homo sapiens), P49327; AID 602261, 2012; inhibition, % at 15 µM; 0.67% of 360,000 active; recombinant FAS-TE, OMFH fluorogenic substrate, fluorescence endpoint;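 active = compounds whose normalised, plate-corrected inhibition of enzyme fluorescence in the single-dose primary screen is 50% or more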;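 note: 0% = DMSO with enzyme and 100% = substrate without enzyme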
MsrA act = bovine MsrA enzyme activators, primary screen, biochemical, absorbance, HTS; Methionine sulfoxide reductase A (Bos taurus); purified bovine MsrA, absorbance read-out; activation, % at 10.6 µM; 0.3% of 360,000 active; in the data active = activation above about 7.5%;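 note: 0% = vehicle and 100% = reference activator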
Tb MetRS inh = T. brucei MetRS inhibitors, primary screen, biochemical, luminescence; methionyl-tRNA synthetase (Trypanosoma brucei brucei); purified T. brucei MetRS, ATP depletion, Kinase-Glo luminescence; inhibition, % at 11.9 µM; 0.4% of 360,000 active; AID 624268, 2012;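 active = inhibition above a per-plate cutoff of the control wells' mean inhibition plus 3 SD, cut at about 5.5% in these data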;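 note: 0% = DMSO wells median and 100% = median of wells with control inhibitor compound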
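System: purified T. brucei MetRS enzyme / Detection: Kinase-Glo luciferase luminescence reporting remaining unconsumed ATP / Medium: HEPES buffer with MgCl2, KCl, DTT, spermine, BSA, pyrophosphatase / Replication: singlicate, one well per compound / Evaluation: percent inhibition relative to median high and low control wells / Schedule: 2 h aminoacylation at 25 °C after 15 min preincubation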
E coli Lon inh = inhibitors of E. coli Lon protease, primary screen, biochemical, fluorescence polarization; P0A9M0; purified E. coli Lon protease; inhibition, % at 7.94 µM; 0.42% of 360,000 active; in the data active = inhibition above about 13%, passing the limit was not always enough;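 note: 0% = enzyme with probe and DMSO and 100% = no enzyme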
Neddylation inh = inhibitors of cullin neddylation, primary screen, biochemical, TR-FRET, uHTS, NAE and Ubc12. 0.58% of 360,000 active. NEDD8-conjugating enzyme Ubc12 (Homo sapiens) + NEDD8-activating enzyme E1 regulatory …. calls only at 25 µM; in the data active = inhibition above about 36%
Target sequence (P61081 whole entry, looked up): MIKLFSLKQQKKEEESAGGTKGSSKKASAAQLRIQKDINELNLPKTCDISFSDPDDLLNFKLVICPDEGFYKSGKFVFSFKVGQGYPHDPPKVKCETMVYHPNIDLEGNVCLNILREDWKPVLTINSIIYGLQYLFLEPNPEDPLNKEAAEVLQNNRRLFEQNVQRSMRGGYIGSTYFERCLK
Target sequence (Q13564 whole entry, looked up): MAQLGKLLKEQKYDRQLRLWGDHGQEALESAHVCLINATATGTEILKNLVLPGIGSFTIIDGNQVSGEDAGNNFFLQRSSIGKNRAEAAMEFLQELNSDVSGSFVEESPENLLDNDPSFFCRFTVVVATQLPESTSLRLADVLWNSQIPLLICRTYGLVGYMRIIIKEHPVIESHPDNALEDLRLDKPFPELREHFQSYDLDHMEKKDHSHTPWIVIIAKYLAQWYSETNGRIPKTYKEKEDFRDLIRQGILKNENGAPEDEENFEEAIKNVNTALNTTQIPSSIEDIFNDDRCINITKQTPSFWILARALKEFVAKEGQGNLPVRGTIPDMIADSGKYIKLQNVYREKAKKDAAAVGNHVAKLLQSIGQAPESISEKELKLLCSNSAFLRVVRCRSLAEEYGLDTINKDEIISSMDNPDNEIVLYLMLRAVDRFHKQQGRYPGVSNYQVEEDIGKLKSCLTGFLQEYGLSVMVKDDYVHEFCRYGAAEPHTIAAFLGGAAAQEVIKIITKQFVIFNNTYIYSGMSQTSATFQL
CSN inh = inhibitors of CSN-mediated cullin deneddylation, primary screen, biochemical, fluorescence polarization, uHTS | AID 651999, 2013 | 0.38% of 360,000 active | Purified CSN, SCF-Nedd8-OG deneddylation | inhibition, % at 12.5 µM;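 active = pattern-corrected inhibition above about 35%, with an unprinted fluorescence ratio check between 0.5 and 1.5, limit read from the data, passing the limit was not always enough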;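 note: 0% = enzyme with substrate and 100% = substrate without enzyme; some results filed as inactive read as strong as hits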
Target sequence (Q92905 whole entry, looked up, one chain of several): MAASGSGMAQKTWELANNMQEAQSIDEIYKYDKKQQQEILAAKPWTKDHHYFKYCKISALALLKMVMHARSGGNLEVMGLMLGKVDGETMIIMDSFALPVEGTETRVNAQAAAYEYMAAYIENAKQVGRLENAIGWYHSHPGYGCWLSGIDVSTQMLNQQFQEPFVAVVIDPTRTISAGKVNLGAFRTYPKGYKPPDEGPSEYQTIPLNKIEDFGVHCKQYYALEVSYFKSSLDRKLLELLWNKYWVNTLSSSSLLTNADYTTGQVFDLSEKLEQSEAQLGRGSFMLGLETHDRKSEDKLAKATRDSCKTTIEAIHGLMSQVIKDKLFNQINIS
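Assay system: Purified human Csn5 enzyme expressed in HEK293T cells | Amount: Enzyme 0.24 nM | Measured by: Fluorescence polarization readout | Medium: Tris/NaCl/DTT buffer, pH 7.5 | Compound dosing: One concentration, 12.5 µM, 0.25% DMSO | Times: 90 min incubation of compound, enzyme and substrate at room temperature | Control set: no-enzyme wells high, enzyme-with-substrate wells low | Read-out: % inhibition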
Starred values were filed as active, the others as inactive; i = inactive; . = not tested or not shown.

Under each structure – Rin1-Abl PPI inh | Tb MetRS inh | PABP1 MLLE inh | MsrA act | CSN inh | Neddylation inh | MsrA inhibitor | FAS TE block | E coli Lon inh
COC(=O)c1c(NC(=O)/C=C/C(=O)O)sc(C)c1-c1ccc(C)cc1
→ -2 | 0.5 | -9 | -7 | -4 | i | 1.1 | -6 | -7
COC(=O)c1ccc(-c2ccc(/C=N/N3C(=O)C4C5C=CC(CC5)C4C3=O)o2)cc1 (stereo not drawn)
→ 1 | -0.1 | -9 | -5 | -4 | i | 2.1 | -3 | -16
COc1ccc(CNc2nccn3ccnc23)cc1
→ -5 | 0.2 | -2 | -2 | -4 | i | -0.8 | -7 | -1
CC(C)Oc1ccc(C(=O)NC(Cc2c[nH]c3ccccc23)C(=O)NN)cc1 (stereo not drawn)
→ -1 | -0.2 | -5 | -2 | 4 | i | 1.0 | -4 | -8
COc1ccccc1N1CCN(Cc2ccc(-c3ccccc3[N+](=O)[O-])o2)CC1
→ 0 | -2.7 | 4 | -7 | 2 | i | 0.9 | 14 | 7
O=C(/C=C/c1ccc(F)cc1)NC(Cc1c[nH]c2ccccc12)C(=O)O (stereo not drawn)
→ 1 | 0.6 | -5 | -1 | 104 | i | 0.9 | -1 | 1
CCn1c(=O)c2sccc2n2c(CCCC(=O)N3CCN(c4ccccn4)CC3)nnc12
→ 6 | -1.1 | -5 | -13 | 2 | i | -0.4 | -5 | 1
Cc1cc(C)n2nc(C(=O)OCC(=O)Nc3ccc4c(c3)OCO4)nc2n1
→ -2 | -0.5 | -4 | -2 | 5 | i | 0.0 | -4 | 1
COc1ccccc1N(CC(=O)N/N=C/c1ccc(OCC(=O)NCc2ccco2)cc1)S(=O)(=O)c1ccc(C)cc1
→ -3 | -0.8 | -11 | -2 | 1 | i | . | 16 | 3
CCN(CC)S(=O)(=O)c1ccc(Cl)c(NC(=O)COc2ccccc2[N+](=O)[O-])c1
→ -1 | 1.1 | -5 | -4 | -2 | i | 0.2 | -1 | -11
COc1ccc(C)cc1S(=O)(=O)Nc1ccc2c(c1)OCCO2
→ 0 | -0.5 | -4 | 0 | 4 | i | 2.0 | 0 | -13
CC(C)n1cc(/C=N/NC(=O)COc2cccc3cccnc23)c2ccccc21
→ -1 | 0.5 | -8 | 3 | 1 | i | -0.6 | 3 | -13
COc1ccc(Cc2nnc(N/N=C/c3ccc(C)o3)[nH]c2=O)cc1
→ -1 | -0.4 | 0 | -3 | -2 | i | 1.6 | -22 | 0
CC(OC(=O)Cc1c(F)cccc1Cl)C(=O)NCCC1=CCCCC1 (stereo not drawn)
→ -1 | -0.7 | 6 | -6 | -7 | i | 0.5 | 2 | 0
Cc1cc(Cc2ccc(N)c(C)c2)ccc1N
→ -3 | -0.3 | -5 | -7 | 1 | i | -0.2 | -8 | 5
C=CCn1c(SCc2nc3sc(C(=O)O)c(C)c3c(=O)[nH]2)nnc1-c1ccc(C(C)(C)C)cc1
→ -2 | 0.4 | -60 | -3 | 18 | i | 0.6 | 0 | -22
COCCCNC(NC(=O)c1ccc(Br)cc1)C(Cl)(Cl)Cl (stereo not drawn)
→ -1 | -0.8 | 18 | -3 | -13 | i | -1.2 | -6 | -6
O=C(c1ccccc1)c1ccccc1N1C(=O)C=CC1=O
→ 0 | -0.6 | 39* | -12 | 0 | i | 0.1 | 3 | -3
N#Cc1cccc(NC(=O)CSc2ccccc2)c1
→ 0 | -0.5 | 24 | -7 | 3 | i | 0.0 | -5 | -6
CCCC(C(=O)NC1CCCC1)N(Cc1ccc(OC)cc1)C(=O)c1snc(C(N)=O)c1N (stereo not drawn)
→ -1 | 0.4 | 2 | -3 | 0 | i | 1.1 | 4 | -3
CCN(CC)CCCN1C(=O)C(=O)/C(=C(/O)c2ccc(OC)cc2)C1c1ccco1 (stereo not drawn)
→ -3 | -0.2 | -4 | -2 | 3 | i | 1.0 | -2 | -5
CCOC(=O)c1ccc(NC(=O)c2ccc(CN3CCc4ccccc4C3)cc2)cc1
→ 1 | -0.1 | -1 | -4 | -4 | i | -0.3 | 22 | -5
COc1cc(C(=O)NCCNc2nc3c(C)c(C)ccc3cc2C#N)cc(OC)c1OC
→ -2 | -1.2 | -9 | -10 | 1 | i | 0.6 | -2 | 2
CC1CCCN(C(=O)C2CCN(CC(C)c3ccccc3)CC2)C1 (stereo not drawn)
→ 2 | -0.5 | -10 | -5 | 1 | i | -0.4 | -2 | 2
COC(=O)c1cccc(NC(=O)CSc2nnc(C)n2Cc2ccccc2)c1
→ 0 | -0.6 | -16 | 0 | -3 | i | 1.1 | -4 | -2
COc1cccc(Nc2nc(CC(C)=O)ns2)c1
→ 3 | 0.1 | 12 | 0 | 3 | i | 0.0 | -1 | -5
O=C(C[C@@H]1CC[C@H](NC(=O)Cc2ccccn2)[C@@H](CO)O1)NCCc1ccccc1
→ . | -0.6 | . | . | 4 | i | 1.3 | . | .
COCCn1c(=O)[nH]c2cc(C(=O)NC(C)C)ccc2c1=O
→ 0 | -0.2 | -2 | -1 | -3 | i | 1.4 | -2 | -4
Cc1cc(C)c(S(=O)(=O)c2ccc(Cl)cc2)c(=O)[nH]1
→ -2 | -0.4 | 5 | -2 | 2 | i | 3.0 | 0 | -4
O=C(CSc1nnc(Cc2cccs2)n1CCc1ccccc1)N1CCCc2ccccc21
→ 1 | -0.5 | -63 | -1 | 2 | i | -0.6 | 10 | -1
CCOC(=O)c1c(C)[nH]c(/C(C)=N/O)c1C
→ -1 | -1.1 | 1 | -14 | 1 | i | 0.1 | -12 | 2
CCS(=O)(=O)N1CCN(Cc2ccc([N+](=O)[O-])cc2)CC1
→ -3 | 0.9 | 0 | -1 | -17 | i | 1.2 | -4 | 9
Nc1cccc(C(=O)Nc2ccc3nc(-c4cccnc4)[nH]c3c2)c1
→ 2 | -0.5 | 10 | -2 | 9 | i | 4.0 | -8 | -13
Cc1cc(C)n(CC(O)Cn2ccc3ccccc32)n1 (stereo not drawn)
→ -3 | 0.8 | -9 | -3 | -1 | i | -0.2 | -9 | -1
O=C1c2ccccc2NC2CCCCCN12 (stereo not drawn)
→ 2 | -0.7 | 2 | 1 | 1 | . | -1.3 | -9 | -8
O=C(O)C(CCc1ccccc1)N1C(=O)c2ccccc2C1=O (stereo not drawn)
→ -1 | -0.1 | 16 | -1 | -1 | i | 0.0 | -3 | -4
Cc1ccc(NC(=O)CCn2c(=O)[nH]c3ccsc3c2=O)cc1C
→ 3 | 0.0 | -3 | -2 | -2 | i | 0.3 | -5 | -3
C[C@@H]1CCCCO[C@@H](CN(C)S(=O)(=O)c2cccs2)[C@@H](C)CN([C@H](C)CO)C(=O)c2cc(NS(=O)(=O)c3ccccc3)ccc2O1
→ 69* | 0.2 | -23 | 0 | 1 | i | 2.3 | 63* | 4
N#Cc1ccccc1OCC(=O)NC(=O)NC1CCS(=O)(=O)C1 (stereo not drawn)
→ -4 | -0.3 | 6 | -2 | -2 | i | 0.7 | -7 | -4
COC(=O)c1ccc(C(=O)OC)c(NS(C)(=O)=O)c1
→ 0 | -0.1 | -7 | -3 | 4 | i | 0.1 | -1 | 4
O=C(/C=C/c1cccnc1)c1ccc(O)cc1
→ -1 | -0.2 | 2 | -4 | 10 | i | 2.1 | -3 | -6
CC(C)(C)S(=O)(=O)c1cnc(-c2ccc(Cl)cc2)nc1N
→ -1 | 0.3 | 1 | -2 | -1 | i | -0.1 | -4 | 1
C[C@H](CO)N1C[C@H](C)[C@@H](CN(C)C(=O)c2ccccc2)OCc2cn(nn2)CCCC1=O
→ -2 | -1.2 | 1 | 0 | -3 | i | 1.0 | -4 | 0
Cc1[nH]c2ccccc2c1CC(=O)O
→ -1 | -0.1 | 5 | 13* | -1 | i | 1.0 | -4 | 4
CC(=O)Nc1ccccc1OCC(=O)NC1CCCCC1C (stereo not drawn)
→ 4 | -0.2 | 6 | -2 | -2 | i | 0.0 | -6 | -4
COc1ccc(OC)c(-n2c(Cn3c(-c4ccccn4)nc4ccccc43)n[nH]c2=S)c1
→ 1 | -0.9 | -18 | -2 | -2 | i | -0.1 | 0 | -3
CCSc1nc2nc(C)cc(C)n2n1
→ 0 | 0.1 | 2 | -3 | -1 | i | 1.4 | -6 | 0
C#CCOCCOCCOCCNc1nc(N2CCN(C(=O)[C@H](CCCN=C(N)N)n3cc(C(N)[C@@H](C)CC)nn3)CC2)nc(N2CCN(C(=O)[C@H](CCC(=O)O)n3cc([C@@H](N)CO)nn3)CC2)n1 (stereo partly drawn)
→ -2 | -0.8 | -4 | -6 | 5 | i | 1.9 | -6 | -1
C=CCNC(=S)Nc1c(C(=O)OC)[nH]c2cc(OC)ccc12
→ -2 | 0.2 | -6 | -2 | 2 | i | 0.9 | -1 | -4
COc1ccc(C2C(=O)N(CCc3ccccc3)CC(=O)N2C2CCCCC2)cc1 (stereo not drawn)
→ 1 | -0.8 | -2 | -4 | -2 | i | -0.1 | 9 | -10
CC(C)c1ccccc1NC(=O)COC(=O)CCN1C(=O)/C(=C\C=C\c2ccccc2)SC1=S
→ 0 | -0.2 | 8 | -3 | 31 | i | -0.3 | 12 | -1
COc1ccc(OC)c2[nH]c(=O)c(CCNC(=O)c3ccc(Br)o3)cc12
→ -1 | -0.9 | 2 | -3 | 1 | i | 1.2 | -2 | -6
COc1ccc(Cl)c2sc(N3CCN(C(=O)c4ccco4)CC3)nc12
→ -2 | -0.1 | -13 | -2 | -1 | i | -1.1 | 1 | -11
COc1cccc(CC(=O)NN2C(=O)NC3(CCCCC3)C2=O)c1
→ -1 | -0.2 | -1 | 0 | -2 | i | 0.0 | -7 | 2
COCc1cc(=O)[nH]c(/N=C(\N)Nc2ccc(Cl)c(Cl)c2)n1
→ -3 | -0.1 | 8 | 2 | -6 | i | -0.8 | 9 | 0
O=C(c1cccc(Cl)c1)N1CCC2CC1c1cc(-c3ccc(F)cc3)ccc12 (stereo not drawn)
→ -2 | -0.6 | 7 | -5 | -1 | i | 0.9 | 18 | -1

A different layout for some results above:
| SMILES | Rin1-Abl PPI inh | Tb MetRS inh | PABP1 MLLE inh | MsrA act | CSN inh | Neddylation inh | MsrA inhibitor | FAS TE block | E coli Lon inh |
| --- | --- | --- | --- | --- | --- | --- | --- | --- | --- |
| Nc1cccc(C(=O)Nc2ccc3nc(-c4cccnc4)[nH]c3c2)c1 | 2 | -0.5 | 10 | -2 | 9 | i | 4.0 | -8 | -13 |
| Cc1cc(C)n(CC(O)Cn2ccc3ccccc32)n1 (stereo not drawn) | -3 | 0.8 | -9 | -3 | -1 | i | -0.2 | -9 | -1 |
| O=C1c2ccccc2NC2CCCCCN12 (stereo not drawn) | 2 | -0.7 | 2 | 1 | 1 | . | -1.3 | -9 | -8 |
